# BL2 CD40 inh – CD40 pathway inhibition in BL2 cells. BL2 NF-kB luciferase reporter, CD40L-induced, 4 h. inhibition, % at 10 µM. actives 0.94% (n = 83,000). AID 1053188;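 active = mean inhibition of at least 50% with a set share of replicates also reaching that level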;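 note: 0% = neutral control wells and 100% = IKK inhibitor VII at 50 µM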
# * hit, by the source's call; [ ] = remark or other dose. Some of the compounds tested; the hit share may differ from the screen's.
BL2 CD40 inh,canonical_smiles
-140.7,O=C(NCCc1ccccc1)c1ccc(CS(=O)(=O)Cc2ccc(F)cc2)o1
6.0,Nc1ccccc1CCc1ccccc1N
-9.5,CC(C)Cn1cnc2c(SCc3ccccn3)nc(N)nc21
3.4,O=C(Nc1ccccc1N1CCCC1)C1CCN(C(=O)c2ccc(F)cc2)CC1
-6.4,CCN(CC)S(=O)(=O)c1ccc(N2CCCC2)c(NC(=O)c2ccc(N3CCCC3=O)cc2)c1
2.2,CCCCCNS(=O)(=O)c1cc(C)ccc1OC
-2.4,Cc1cc(NC(=O)COC(=O)c2ccccc2NCCO)no1
-5.2[25 µM],COC(=O)[C@@H]1[C@@H](CO)[C@@H]2Cn3c(ccc(-c4ccc(OC)cc4)c3=O)[C@@H]2N1S(C)(=O)=O
12.5,Cc1onc(-c2ccccc2)c1C(=O)Oc1ccccc1
8.3[25 µM],C[C@H]1CN([C@@H](C)CO)C(=O)c2cccc(NS(=O)(=O)c3cn(C)cn3)c2O[C@H]1CN(C)Cc1ccc(Oc2ccccc2)cc1

BL2 CD40 inh,canonical_smiles
33.8,CC(C)Cc1nc(N2CCN(C(=O)c3ccccc3)CC2)c(C#N)c2c1CCC2
-4.0,COCC#Cc1ccc([C@H]2[C@@H](CO)N3C(=O)CN(C(=O)C4CCCC4)C[C@H]23)cc1
2.7,CS(=O)(=O)Nc1nc2ccccc2[nH]1
-8.9,CCN(CC)CCNS(=O)(=O)c1ccc(/C=C/C(=O)O)cc1
14.2,COCCN(Cc1ccccc1)C(=O)c1cccc(S(=O)(=O)N2CCN(c3ccccc3)CC2)c1
-14.3[25 µM],COc1ccc2[nH]c(-c3ccccc3)c(CCNC(C)=O)c2c1
-2.7,COCCNC(=O)CSc1ccc(Cl)cc1
-2.3[25 µM],CC(C)n1cnc2c(NCc3ccccc3O)nc(NCCCO)nc21
-8.9,COc1ccc(Nc2ccc([N+](=O)[O-])cn2)cn1
4.9[25 µM],COc1cccc(CNC(=O)[C@@H]2[C@@H](CO)[C@@H]3Cn4c(ccc(C5=CCCC5)c4=O)[C@@H]3N2CC2CC2)c1

BL2 CD40 inh,canonical_smiles
8.2,CCNc1c([N+](=O)[O-])ncn1C
-3.9,CCN1CCN(c2ccc(S(=O)(=O)N3CCOCC3)cc2NC(=O)C(C)Oc2ccc(Cl)cc2)CC1 (stereo unspecified)
-11.7,CNc1oc(-c2cccc3ccccc23)nc1C#N
10.1,O=C(COC(=O)/C=C/c1ccccc1[N+](=O)[O-])NC(=O)NC1CCCC1
-9.7,COc1cc([N+](=O)[O-])ccc1NC(=O)CN(C)C
5.4,N#Cc1cccn1-c1nccs1
7.1,Cc1ccc(/C=N/NC(=O)C2CC(=O)N(c3ccccc3)C2)s1 (stereo unspecified)
-55.0,O=c1oc(Nc2ccc(F)cc2)nc2ccccc12
6.2,O=S(=O)(NCCOc1ccc(F)cc1)c1ccc2c(c1)OCCO2
8.3,CCCOc1ccc(C(C)=O)cc1CSCCC#N

BL2 CD40 inh,canonical_smiles
-2.4,CC(C)CNC(=O)C1(C)CCCN1C(=O)c1csnn1 (stereo unspecified)
-7.2[25 µM],Cc1noc(C)c1S(=O)(=O)N(C)C[C@@H]1OCCCC[C@@H](C)Oc2ccc(NC(=O)CCC(F)(F)F)cc2C(=O)N([C@H](C)CO)C[C@@H]1C
10.4[25 µM],CCCNC(=O)N1[C@H](C#N)[C@@H](c2ccccc2-c2ccccc2F)[C@@H]1CO
4.2[25 µM],CO[C@H]1CN(C)C(=O)c2ccc(NC(=O)c3ccccc3F)cc2OC[C@H](C)N(C)C[C@@H]1C
31.9[25 µM],O=C([C@@H]1N[C@@H]2c3ccc(C4=CCCCC4)c(=O)n3C[C@@H]2[C@H]1CO)N1CCc2ccccc2C1
-4.8[25 µM],C[C@@H]1CN([C@@H](C)CO)C(=O)c2cc(N(C)C)ccc2O[C@@H](C)CCCCO[C@@H]1CN(C)Cc1ccc(C(=O)O)cc1
10.5,CCOC(=O)N1CCC(NC(=O)CCN2C(=O)COc3ccccc32)CC1
-1.3,Cc1ncoc1C(=O)NC1CCCc2c1cnn2-c1cc(F)cc(F)c1 (stereo unspecified)
-1.0,CCOC(=O)c1oc2ccccc2c1COC(=O)CNC(=O)c1ccco1
3.1,CCOc1cc2c(cc1OC)C(NC(=O)C(F)(F)F)CC2=O (stereo unspecified)

BL2 CD40 inh,canonical_smiles
44.5[25 µM],Cc1noc(C)c1S(=O)(=O)N(C)C[C@@H]1OCc2ccccc2-c2c(n(C)c3ccccc23)C(=O)N([C@H](C)CO)C[C@H]1C
9.0[25 µM],C[C@@H]1CC=CC[C@@H](c2ccccc2)NC(=O)[C@H](C)N(C)C(=O)c2ccccc2O1 (mixture of isomers)
3.8,O=C(Oc1ccc(Cl)c2cccnc12)N1CCOCC1
8.1,CNc1nc(Nc2ccccc2)nc(OCC(F)(F)F)n1
-2.5,CCOC(=O)CCc1nc2ccccc2[nH]c1=O
-5.7,O=C(COc1ccc(F)cc1)Nc1nc(-c2ccccn2)cs1
3.9,O=c1n(-c2cccc(Cl)c2)c(=O)n2n1CCC2
15.8,O=C(Nc1cccc(S(=O)(=O)NC2=NCCCCC2)c1)c1ccc(Cl)cc1
-3.8,CC(On1nnc2ccccc21)C(=O)N1CCN(Cc2ccccc2)CC1 (stereo unspecified)
-85.8,CC(C)(C)C(=O)NC(=S)Nc1cccc(C(=O)O)c1

BL2 CD40 inh,canonical_smiles
-0.1,CCOc1cc(N2CCOCC2)c(OCC)cc1NC(=O)c1cc(C)nc2ccccc12
8.5,CN(C)C(=O)c1cccc(-c2ccccc2[C@H]2[C@@H](CO)N(C(=O)C3CCCC3)[C@H]2C#N)c1
10.2,Nc1nc(N2CCN(C(c3ccccc3)c3ccccc3)CC2)n[nH]1
10.9,N#Cc1c(N)nc2c(c1N)CC(C(F)(F)F)O2 (stereo unspecified)
2.8,Cc1cc(NC(=O)c2cc(C)on2)no1
4.8,O=C(O)c1ccc(CN(c2ccccn2)S(=O)(=O)c2ccccc2)cc1
5.3,O=C(COC(=O)/C=C/c1ccc(C(F)(F)F)cc1)Nc1ccc2[nH]c(=O)[nH]c2c1
20.6,CCc1cc(-c2[nH]ncc2-c2nc3ccccc3n2C)c(O)cc1O
3.2,NS(=O)(=O)c1ccc(CCNC(=O)CSc2nc3ccccc3c(=O)n2CCN2CCOCC2)cc1
2.7,COCCN(CC(=O)Nc1cccc(C)c1C)C(=O)C1(c2ccc(Cl)cc2)CCC1

BL2 CD40 inh,canonical_smiles
5.1,O=C(Nc1nccs1)C(c1ccccc1)N1CCCC1 (stereo unspecified)
-0.7,CN(C)C(=O)c1ccc(-c2ccc(C3[C@H]4CNC[C@@H]3N4C(=O)NC3CCCCC3)cc2)cc1 (stereo partly specified)
1.4,O=C(COC(=O)CNS(=O)(=O)c1ccccc1)NC12CC3CC(CC(C3)C1)C2
-1.9,CCN(CC)C(=O)COc1ccc(Br)cc1Cl
1.7[25 µM],CN1C(=O)c2cc(NS(=O)(=O)CC(F)(F)F)ccc2OC[C@H]2O[C@@H](CC(=O)Nc3cccc(F)c3)CC[C@@H]21
21.6[25 µM],O=C(C[C@H]1C[C@@H]2c3cc(NS(=O)(=O)c4ccc(F)cc4)ccc3O[C@@H]2[C@H](CO)O1)N1CCc2ccccc2C1
-3.1,CN(C)C(=O)c1ccc(-c2ccccc2[C@@H]2[C@H](C#N)N(C(=O)C3CCCC3)[C@H]2CO)cc1
4.7,COc1cc(OC)cc(C(=O)NNC(=O)c2cc(S(=O)(=O)N3CCOCC3)ccc2F)c1
-45.9,CCN(CCn1cccn1)Cc1cn[nH]c1-c1ccc(-c2ccccc2)cc1
-25.4,CC(=O)C(C(c1ccccc1)N1CCCc2ccccc21)N1CCOCC1 (stereo unspecified)

# Molecules shown so far that contain a nitro group on carbon, in the order listed:
BL2 CD40 inh,canonical_smiles
-8.9,COc1ccc(Nc2ccc([N+](=O)[O-])cn2)cn1
8.2,CCNc1c([N+](=O)[O-])ncn1C
10.1,O=C(COC(=O)/C=C/c1ccccc1[N+](=O)[O-])NC(=O)NC1CCCC1
-9.7,COc1cc([N+](=O)[O-])ccc1NC(=O)CN(C)C

# (list continues)
BL2 CD40 inh,canonical_smiles
11.0,Cc1ccc(S(=O)(=O)NCC2CCC(C(=O)NCCCN3CCOCC3)CC2)cc1 (stereo unspecified)
4.7,CN1C(=O)c2cc(NC(=O)c3cccc(F)c3)ccc2OC[C@H]2O[C@H](CC(=O)NCC3CC3)CC[C@H]21
-22.6,Cc1nn(-c2ccccc2)c(C)c1C(=O)OCC(=O)Nc1cccc(S(N)(=O)=O)c1
-84.0,COc1ccc2c(Cl)c(C(=O)NCc3ccco3)sc2c1
-12.6,O=C(NCc1ccco1)Nc1cccc2ccccc12
0.9,CC(C)CC(=O)NCCCCc1ccccc1
-17.1,Cc1cc(C(=O)COC(=O)c2ccc(Br)o2)c(C)n1Cc1ccco1
54.1*,Cc1cccc(-c2nc3cc(NC(=O)C4CCCO4)ccc3o2)c1 (stereo unspecified)
-2.0,C[C@H]1CN(C)C(=O)c2cc([N+](=O)[O-])ccc2O[C@H]1CN(C)C(=O)OC(C)(C)C
5.1,O=C(Nc1ccccc1N1CCCC1)C1CCN(S(=O)(=O)c2ccc(F)cc2)CC1

BL2 CD40 inh,canonical_smiles
8.9,COc1cccc(NC(=O)CN(C)C(=O)CSC(=S)N2CCCC2)c1
100.6*,O=C(COC(=O)c1ccccc1)c1ccc2c(c1)OCCO2
-73.1,Cc1ccnc(NC(=O)c2ccc3c(c2)C(=O)N(CC2CCCO2)C3=O)c1 (stereo unspecified)
9.8,O=C(CSc1ccccc1)Nc1nnc(-c2ccco2)o1
-30.8,Cc1ncc(C(=O)Nc2ccccc2)[nH]1
-4.1,Cc1ccccc1-c1nnnn1C1CCS(=O)(=O)C1 (stereo unspecified)
0.7[25 µM],c1ncc(CC2CCNCC2)[nH]1
11.1,O=C(NCc1ccccc1)c1ccc(S(=O)(=O)N2CCCc3ccccc32)cc1
-67.0,O=C(Nc1nc2c(s1)CCCC2)c1cccnc1
17.5,COC(=O)c1sc(S(=O)(=O)N2CCN(c3ccccc3F)CC2)c(C(=O)OC)c1C

BL2 CD40 inh,canonical_smiles
0.1,CN(C)c1ccc(CN(Cc2ccco2)C(=O)c2ccco2)cc1
-40.0,Cc1ccc(NC(=O)c2cnccn2)nc1
3.9[25 µM],COC(=O)C[C@H]1CC[C@@H]2[C@H](COc3ccc(NS(=O)(=O)c4ccc(C)cc4)cc3C(=O)N2C)O1
-9.5[25 µM],CCS(=O)(=O)Nc1ccc2c(c1)C(=O)N(C)[C@@H]1CC[C@H](CC(=O)N[C@H]3CCN(Cc4ccccc4)C3)O[C@@H]1CO2
-3.9,CC(=O)Nc1ccc2c(c1)CC(=O)N(C)C[C@H](C)[C@@H](CN(C)S(C)(=O)=O)O2
-3.9,O=C(CSc1ccccc1F)NCC1(N2CCCCC2)CCCCC1
1.1,O=S(=O)(c1ccccc1)N1CCN(S(=O)(=O)c2ccccc2)C1
103.7*,NCCOc1ccc(C23CC4CC(CC(C4)C2)C3)cc1
2.4,CCC(=O)NCc1ccc2[nH]c(C)cc2c1
-9.9,CCN(Cc1ccccc1)C(=O)c1cccc(S(=O)(=O)N2CCN(c3ccc(F)cc3)CC2)c1

# Molecules above containing four or more nitrogen atoms (24):
BL2 CD40 inh,canonical_smiles
-9.5,CC(C)Cn1cnc2c(SCc3ccccn3)nc(N)nc21
-6.4,CCN(CC)S(=O)(=O)c1ccc(N2CCCC2)c(NC(=O)c2ccc(N3CCCC3=O)cc2)c1
8.3[25 µM],C[C@H]1CN([C@@H](C)CO)C(=O)c2cccc(NS(=O)(=O)c3cn(C)cn3)c2O[C@H]1CN(C)Cc1ccc(Oc2ccccc2)cc1
33.8,CC(C)Cc1nc(N2CCN(C(=O)c3ccccc3)CC2)c(C#N)c2c1CCC2
-2.3[25 µM],CC(C)n1cnc2c(NCc3ccccc3O)nc(NCCCO)nc21
-8.9,COc1ccc(Nc2ccc([N+](=O)[O-])cn2)cn1
8.2,CCNc1c([N+](=O)[O-])ncn1C
-3.9,CCN1CCN(c2ccc(S(=O)(=O)N3CCOCC3)cc2NC(=O)C(C)Oc2ccc(Cl)cc2)CC1 (stereo unspecified)
-2.4,CC(C)CNC(=O)C1(C)CCCN1C(=O)c1csnn1 (stereo unspecified)
-7.2[25 µM],Cc1noc(C)c1S(=O)(=O)N(C)C[C@@H]1OCCCC[C@@H](C)Oc2ccc(NC(=O)CCC(F)(F)F)cc2C(=O)N([C@H](C)CO)C[C@@H]1C
-1.3,Cc1ncoc1C(=O)NC1CCCc2c1cnn2-c1cc(F)cc(F)c1 (stereo unspecified)
44.5[25 µM],Cc1noc(C)c1S(=O)(=O)N(C)C[C@@H]1OCc2ccccc2-c2c(n(C)c3ccccc23)C(=O)N([C@H](C)CO)C[C@H]1C
8.1,CNc1nc(Nc2ccccc2)nc(OCC(F)(F)F)n1
-3.8,CC(On1nnc2ccccc21)C(=O)N1CCN(Cc2ccccc2)CC1 (stereo unspecified)
10.2,Nc1nc(N2CCN(C(c3ccccc3)c3ccccc3)CC2)n[nH]1
10.9,N#Cc1c(N)nc2c(c1N)CC(C(F)(F)F)O2 (stereo unspecified)
20.6,CCc1cc(-c2[nH]ncc2-c2nc3ccccc3n2C)c(O)cc1O
3.2,NS(=O)(=O)c1ccc(CCNC(=O)CSc2nc3ccccc3c(=O)n2CCN2CCOCC2)cc1
-0.7,CN(C)C(=O)c1ccc(-c2ccc(C3[C@H]4CNC[C@@H]3N4C(=O)NC3CCCCC3)cc2)cc1 (stereo partly specified)
-45.9,CCN(CCn1cccn1)Cc1cn[nH]c1-c1ccc(-c2ccccc2)cc1
-22.6,Cc1nn(-c2ccccc2)c(C)c1C(=O)OCC(=O)Nc1cccc(S(N)(=O)=O)c1
-4.1,Cc1ccccc1-c1nnnn1C1CCS(=O)(=O)C1 (stereo unspecified)
-40.0,Cc1ccc(NC(=O)c2cnccn2)nc1
-9.5[25 µM],CCS(=O)(=O)Nc1ccc2c(c1)C(=O)N(C)[C@@H]1CC[C@H](CC(=O)N[C@H]3CCN(Cc4ccccc4)C3)O[C@@H]1CO2

# Screens: PubChem BioAssay, Broad Institute
